Rat MKP-3 inhibitors: MKP-3 phosphatase inhibitors, primary screen, biochemical, rat enzyme, in vitro (AID 425); inhibition, % at 20 µM, or IC50 in µM where a hit was titrated; recombinant MKP-3 phosphatase activity, fluorescence; higher % means a stronger effect; actives 0.17% (n = 110,000); in the data active means inhibition above about 50%;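 further: plate controls were vehicle for no effect and reference inhibitor for full effect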
Hsp70 displacement: Hsp70 inhibitors, probe displacement, primary screen, biochemical, fluorescence polarization (AID 583); Hsp70 fluorescence polarization probe displacement, mP; higher % means a stronger effect; displacement, % at 20 µM, or IC50 in µM where a hit was titrated; actives 0.06% (n = 140,000); in the data active means displacement above about 50%;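 further: plate controls were vehicle for no effect and reference ligand for full effect; a part of the inactive calls stands beside numbers as strong as those of hits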
An asterisk follows results filed as active; · = no result given; & = joins results of further samples. These rows are one share of the data; rates above refer to the full screens.

SMILES	Rat MKP-3 inhibitors	Hsp70 displacement
COc1ccc(N2C(=O)CC(N(Cc3ccc(S(N)(=O)=O)cc3)C(C)=O)C2=O)cc1 (centres undefined)	2%	-2.4%
Cc1csc(NC(=O)c2c(-c3c(Cl)cccc3Cl)noc2C)n1	·	2.7%
CCN1CCN(c2cc(C)c3cc(NC(=O)c4cccnc4Cl)ccc3n2)CC1	·	6.3%
COCCNC(=O)COc1ccc(Cl)cc1C	2%	-6.0%
O=C(NCN1CCN(c2ccccc2F)CC1)c1ccccc1	0%	-1.3%
CCOC(=O)c1cc(-c2ccc(O)cc2)nc2ccccc12	-3%	0.0%
CC(NC(=O)CCSc1nc(-c2ccc3c(c2)OCO3)cc(C(F)(F)F)n1)c1ccccc1 (centres undefined)	·	0.1%
COc1cccc(/C=C2\CC/C(=C\c3cccc(OC)c3OC)C2=O)c1OC	-6%	-2.1%
COC(=O)c1ccc(OCC(O)CN(C)C)cc1 (centres undefined)	-3%	3.6%
Cc1ccc(N2C(=O)/C(=C/c3cccc4ccccc34)SC2=S)cc1	2%	-1.7%
O=C(CCC(=O)c1cccs1)OCC(=O)N1CCN(S(=O)(=O)c2ccccc2)CC1	-9%	5.9%
CCc1ccc2[nH]c(=O)c(CN(Cc3ccccc3)C(=O)Nc3ccccc3OC)cc2c1	·	4.1%
O=C1NC(=S)N(c2ccc(F)cc2)C(=O)/C1=C/c1cc(Cl)c(O)c(Cl)c1	5%	7.6%
C#CCSc1nc2ccc([N+](=O)[O-])cc2s1	-1%	2.1%
COc1ccccc1C1C(C#N)=C(N)Oc2c1sc1ccccc21 (centres undefined)	4%	-0.5%
CC(=O)/C(C)=C(\NC(=O)c1ccccc1)c1ccccc1	-3%	0.1%
CCCCCCn1c(C(C)NC(=O)c2ccco2)nc2ccccc21 (centres undefined)	-3%	-0.5%
COc1ccc(OC)c2[nH]c(=O)c(CCNC(=O)C3CCCCC3)cc12	10%	-0.9%
CCn1c(SCC(=O)N2CCCC2)nc2c1c(=O)n(C)c(=O)n2C	-16%	6.9%
Cc1ccc(SCCN2C(=O)NC(C)(C)C2=O)cc1	-16%	6.9%

As a working copy, 20 of the compounds above:
SMILES	Rat MKP-3 inhibitors	Hsp70 displacement
COc1ccc(N2C(=O)CC(N(Cc3ccc(S(N)(=O)=O)cc3)C(C)=O)C2=O)cc1 (centres undefined)	2%	-2.4%
Cc1csc(NC(=O)c2c(-c3c(Cl)cccc3Cl)noc2C)n1	·	2.7%
CCN1CCN(c2cc(C)c3cc(NC(=O)c4cccnc4Cl)ccc3n2)CC1	·	6.3%
COCCNC(=O)COc1ccc(Cl)cc1C	2%	-6.0%
O=C(NCN1CCN(c2ccccc2F)CC1)c1ccccc1	0%	-1.3%
CCOC(=O)c1cc(-c2ccc(O)cc2)nc2ccccc12	-3%	0.0%
CC(NC(=O)CCSc1nc(-c2ccc3c(c2)OCO3)cc(C(F)(F)F)n1)c1ccccc1 (centres undefined)	·	0.1%
COc1cccc(/C=C2\CC/C(=C\c3cccc(OC)c3OC)C2=O)c1OC	-6%	-2.1%
COC(=O)c1ccc(OCC(O)CN(C)C)cc1 (centres undefined)	-3%	3.6%
Cc1ccc(N2C(=O)/C(=C/c3cccc4ccccc34)SC2=S)cc1	2%	-1.7%
O=C(CCC(=O)c1cccs1)OCC(=O)N1CCN(S(=O)(=O)c2ccccc2)CC1	-9%	5.9%
CCc1ccc2[nH]c(=O)c(CN(Cc3ccccc3)C(=O)Nc3ccccc3OC)cc2c1	·	4.1%
O=C1NC(=S)N(c2ccc(F)cc2)C(=O)/C1=C/c1cc(Cl)c(O)c(Cl)c1	5%	7.6%
C#CCSc1nc2ccc([N+](=O)[O-])cc2s1	-1%	2.1%
COc1ccccc1C1C(C#N)=C(N)Oc2c1sc1ccccc21 (centres undefined)	4%	-0.5%
CC(=O)/C(C)=C(\NC(=O)c1ccccc1)c1ccccc1	-3%	0.1%
CCCCCCn1c(C(C)NC(=O)c2ccco2)nc2ccccc21 (centres undefined)	-3%	-0.5%
COc1ccc(OC)c2[nH]c(=O)c(CCNC(=O)C3CCCCC3)cc12	10%	-0.9%
CCn1c(SCC(=O)N2CCCC2)nc2c1c(=O)n(C)c(=O)n2C	-16%	6.9%
Cc1ccc(SCCN2C(=O)NC(C)(C)C2=O)cc1	-16%	6.9%

Carrying on:
SMILES	Rat MKP-3 inhibitors	Hsp70 displacement
CCOc1ccc(N(CC(=O)Nc2c(C)cccc2C)S(=O)(=O)c2ccccc2)cc1	4%	1.7%
COc1ccc(C)cc1NC(=O)C1CC1c1ccccc1 (centres undefined)	0%	0.1%
CC(NC(=O)C1CC=CCC1C(=O)O)C1CC2CCC1C2 (centres undefined)	-2%	0.8%
Cc1ccc(CNC(=O)CCCOc2cc(=O)n(C)c3ccccc23)o1	2%	3.4%
Cc1nc(-c2ccccc2)nc2[nH]ccc(=O)c12	0%	0.4%&-1.3%
CCN(CC)C(=O)CN(c1ccc(Cl)cc1)S(C)(=O)=O	0%	0.8%
CC(=O)Oc1ccc2ccccc2c1C(NC(=O)Cc1ccccc1)c1ccccc1Cl (centres undefined)	3%	1.4%
O=C(NCC1CCCO1)c1cc2n(n1)C(C(F)(F)F)CC(c1cccs1)N2 (centres undefined)	0%	1.1%
CCN(CC)C(=O)C1CC(=O)OC12CCCCC2 (centres undefined)	1%	3.3%&-0.2%
O=C1N/C(=N\N=C\c2ccc(O)cc2)SC1Cc1ccc(Br)cc1 (centres undefined)	3%	-3.5%
c1ccc2c(c1)CCN(c1nc3cc4c(cc3s1)OCCO4)C2	7%	-3.4%
CC(C)N(C=O)C1(C(=O)NC2CCCCC2)CCCCC1	-4%	6.7%
ON=C1/C(=N\O)CC2(C/C1=N/O)OCCO2	-5%	9.2%
CC(=O)NC1=NC(=O)/C(=C\c2sccc2C)S1	1%	-7.3%
CCCC(NS(=O)(=O)c1ccc(Br)cc1)C(=O)O (centres undefined)	7%	0.0%
O=[N+]([O-])c1c(Nc2ccccc2O)ncnc1Nc1ccccc1O	4%	-2.9%
COc1cccc(-c2nc(CS(=O)(=O)CC(=O)Nc3cccc(C)c3C)c(C)o2)c1	-2%	2.9%
CC(C)N(Cc1nc(-c2ccc(Cl)cc2)no1)C(=O)C12CC3CC(CC(C3)C1)C2	-1%	0.0%
O=C(Nc1ccccc1)N(C1=NCCCCS1)c1cccc2ccccc12	·	9.3%
Nc1nc(-c2c[nH]c3ccccc23)cs1	-5%	0.3%
COc1cccc(/C=N/n2cnnc2)c1OCc1ccccc1	-4%	0.4%
Cc1cc(OCC(=O)N2CCN(c3ccc([N+](=O)[O-])cc3)CC2)ccc1Br	7%	-1.6%
CCOC(=O)Cc1nn2c(=O)cc(C)nc2s1	-8%	2.8%
O=C(c1cnn2c1NC(c1ccc(Br)cc1)CC2C(F)(F)F)N1CCOCC1 (centres undefined)	0%	0.1%
Cc1c([N+](=O)[O-])c2ccc(O)cc2n1-c1ccc(Cl)cc1	0%	1.3%
COC(=O)c1ccc(/C=N/Nc2nc(-c3ccc(C)cc3)cs2)cc1	2%	0.2%
O=C(/C=C/c1ccco1)Nc1ccc(O)c(-c2nc3ccccc3o2)c1	3%	-5.6%
O=C1CC(c2ccc(F)cc2)Cc2nc(NCc3ccco3)ncc21 (centres undefined)	-10%	-1.6%
Cc1cc(Nc2ccc(Cl)cc2)nc(-n2nc(C)cc2C)n1	3%	2.7%
Cc1cccc(N2C(=O)/C(=C/c3cccc(F)c3)SC2=S)c1C	2%	0.9%
O=C(O)C1CCCCC1C(=O)NCc1ccc(F)cc1 (centres undefined)	0%	1.1%
COc1cc(NC(=O)c2ccco2)c(OC)cc1NC(=O)CSc1ncc(-c2ccc(F)cc2)[nH]1	-1%	1.5%
c1ccc(CSc2ncnc3nc[nH]c23)cc1	4%	-4.6%
CCCCOC(=O)c1ccc(NC(=O)c2nn(C)cc2Br)cc1	·	-4.4%
CCOC(=O)C(O)(CC(=O)Nc1ccc(Cl)cc1Cl)C(F)(F)F (centres undefined)	·	-4.5%
O=C(CCN1CCOCC1)Nc1ccc2c(c1)N(C(=O)CN1CCOCC1)c1ccccc1CC2	-10%	-0.5%
CC(=O)Oc1cccc(/C=c2\sc3nc(-c4ccco4)nn3c2=O)c1	-4%	4.5%
Cc1c(C(=O)Nc2ccc(N3CCOCC3)cc2)cccc1[N+](=O)[O-]	-1%	0.7%
COc1ccc(CCN/C(C)=C/c2oc3ccc(O)cc3c2[N+](=O)[O-])cc1OC	3%	2.8%
CC1(C)CC(=O)c2cnc(NC(=O)CCc3ccccc3)nc2C1	4%	-1.4%
COc1cccc(N2CCN(C(=O)c3ccc4nc(N5CCCCC5)sc4c3)CC2)c1	-7%	1.5%
CC(C)C(=O)Nc1ccc(Cc2ccc(NC(=O)C(C)C)c(O)c2)cc1O	·	-7.1%
CC1CCC(N2CCN(C(=O)c3ccco3)CC2)CC1 (centres undefined)	2%	-3.3%
O=C1c2oc3ccc(Br)cc3c(=O)c2C(c2cccnc2)N1Cc1ccco1 (centres undefined)	0%	0.1%
COc1ccc(S(=O)(=O)NNC(=O)c2ccc(OC)c(OC)c2)cc1	2%	8.6%
CCCCCCCC1(C)NC(=O)N(c2ccccc2)N1 (centres undefined)	·	-0.5%
COc1ccc(N2C(=O)NC(=O)/C(=C/c3ccc(OCc4ccccc4F)cc3)C2=O)cc1	3%	-1.4%
COc1ccc(O)c(CN2CCN(Cc3ccc([N+](=O)[O-])cc3)CC2)c1	2%	-4.7%
O=C(/C=C\c1ccccc1)Nc1ccc(Cl)c(-c2nc3ccccc3o2)c1	6%	-6.6%
CCn1c(SCC(N)=O)nnc1-c1ccco1	0%	3.1%
(cont.)
SMILES	Rat MKP-3 inhibitors	Hsp70 displacement
COC(=O)c1cccc(N2C(=O)C(Cl)=C(N3CCOCC3)C2=O)c1	-17%	-3.7%
CCOC(=O)c1ccc(NC(=O)CC2C(=O)N(c3ccc(F)cc3)C(=O)N2CCC(C)C)cc1 (centres undefined)	·	5.6%
CC(=O)C1=C(O)C(=O)N(Cc2cccnc2)C1c1ccc(C)cc1 (centres undefined)	·	-2.4%
CCOC(=O)c1c(NC(=O)c2cccc(Cl)c2)sc(C(=O)Nc2ccccc2OCC)c1C	0%	0.7%
O=P(OC1CCCCC1)(OC1CCCCC1)C(O)c1ccccc1 (centres undefined)	·	12%
N#C/C(=C\c1cc(I)cc(I)c1O)c1ccc([N+](=O)[O-])cc1	1%	-0.1%
COc1cc([N+](=O)[O-])ccc1N=S(C)C	1%	2.9%
CC1=C(C(=O)Nc2ccc(C)cc2)C(c2ccc([N+](=O)[O-])cc2)NC(=O)N1 (centres undefined)	2%	-4.8%
O=C(Nc1ccccc1)c1c(F)c(F)c(F)c(F)c1F	2%	1.1%&0.1%
CCOc1ccc(/C=c2\sc3nc4ccccc4n3c2=O)cc1Cl	3%	1.4%
CCSC1=C(C#N)C(c2cccs2)C(C(=O)Nc2ccccc2OC)=C(C)N1 (centres undefined)	2%	-3.2%
CCCCOCCCNC(=O)Cc1ccccc1OC	-3%	-0.4%
CCN(CC)c1ccc(NS(=O)(=O)c2ccc3c(c2)oc(=O)n3C)c(C)c1	-10%	5.0%
N#Cc1c(-c2ccc(Cl)cc2)ccn2nc(C3CCCCC3)nc12	·	-22%
Cc1ccc(CCN2C(=O)CCC2(C)C(=O)NC2CCCC2)cc1 (centres undefined)	6%	6.0%
Oc1ccc(Br)cc1/C=N/Nc1ccccn1	1%	2.6%
COc1ccc(CNC23CC4CC(CC(C4)C2)C3)cc1Br	0%	-1.1%
COc1ccc(OCC(=O)NCCOc2ccccc2)cc1	2%	0.9%
COc1ccc2oc(=O)c(C(=O)Nc3cccc([N+](=O)[O-])c3)cc2c1	3%	-1.6%
CCOc1ccc2nc(NCCNC(=O)Nc3ccccc3)c(C#N)cc2c1	0%	-0.3%
COc1cc(-n2nnnc2SCC(=O)N2CCN(c3ccc(F)cc3)CC2)c(OC)cc1Cl	-11%	4.9%
O=C(N/N=C/c1cc(I)cc(I)c1O)C(O)c1ccccc1 (centres undefined)	0%	4.6%
O=C(CSCC(=O)OCn1nnc2ccccc2c1=O)Nc1ccc(Cl)cc1	·	4.2%
O=C(Nc1cccc(-c2nc3ccccc3[nH]2)c1)c1ccncc1	0%	2.7%
COC(=O)c1ccc(C2NC(=O)NC(C)=C2C(=O)N(C)C)cc1 (centres undefined)	0%	-0.1%
COC(=O)C1=C(C)N(C)C(C)=C(C(=O)OC)C1c1ccc(Cl)cc1	·	0.7%
Cc1cccc(CN2CCN(CC(=O)NCCCN3CCN(c4ccc(F)cc4)CC3)C2=O)c1	·	-3.7%
COc1ccccc1N1CCN(C(=O)c2ccc(Br)s2)CC1	-3%	4.2%
COc1ccc(CC(=O)NNC(=O)COc2ccc(Cl)cc2)cc1OC	-1%	-0.5%
Oc1ccccc1N=Cc1ccc(Br)cc1	-1%	0.4%
O=C(CSc1nnc(-c2cccnc2)o1)c1ccc(Br)cc1	1%	1.3%
CC(C)NC(=O)c1n[nH]c(=O)c2ccccc12	1%	-0.1%
O=C(CSc1nc2c(cnn2-c2ccccc2)c(=O)[nH]1)N1CCOCC1	5%	4.8%
Cc1cnc(C(=O)OCC(=O)Nc2cccc(Cl)c2)cn1	2%	-1.1%
CCCCCC(=O)N1c2ccccc2NC2=C(C(=O)CC(c3ccc(OC)cc3)C2)C1c1ccco1 (centres undefined)	0%	1.7%
Cc1nn(Cc2ccccc2)c(C)c1NC(=O)CSc1nc(-c2ccccc2)nc2c1cnn2-c1ccccc1	·	-1.3%
Clc1ccc(Cn2cc(/C=N/n3cnnc3)c3ccccc32)c(Cl)c1	·	-1.2%
Cc1c(NC(=O)CSc2nnc(-c3ccco3)n2-c2ccccc2)c(=O)n(-c2ccccc2)n1C	-19%	2.2%
CC(=O)NC(C)C12CC3CC(CC(C(=O)O)(C3)C1)C2 (centres undefined)	-4%	3.0%
CCc1[nH]nc2c1C(Cc1ccccc1)C(C#N)=C(N)O2 (centres undefined)	·	6.5%

High-throughput results (PubChem)
